LYP phosphatase: PTPN22 lymphoid phosphatase activity blockers – biochemical, fluorescence intensity, uHTS (AID 1779) | recombinant LYP phosphatase, fluorescence intensity; higher % means a stronger effect | inhibition, % at 11.5 µM, or IC50 in µM where a hit was titrated | 290,000 tested, 0.054% active; in the data active means inhibition above about 50%;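 further: plate controls were vehicle with enzyme for no effect and no enzyme for full effect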
Large T inhibition: SV40 large T antigen inhibitors, biochemical (AID 1903); inhibition, % at 20 µM; hits with a dose series show IC50 in µM; SV40 large T antigen ATPase/helicase inhibition assay; higher % means a stronger effect; 310,000 tested, 0.39% active; in the data active means a potency from the dose series; inconclusive means inhibition mostly from about 32% at the one dose, without a potency; inactive means the rest, 99 in 100 with inhibition below about 32%; further: strong numbers were not always called active
GPR55 beta-arrestin: GPR55 agonists via beta-arrestin recruitment, primary screen, imaging, U2OS cells, beta-arrestin-GFP redistribution (AID 1961). U2OS GPR55 beta-arrestin-GFP redistribution imaging; higher % means a stronger effect. activation, % at 10 µM, or EC50 in µM where a hit was titrated. 290,000 tested, 0.048% active;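 active means activation above 40% with more than 50 cells counted in the well; inconclusive means wells holding fewer than 50 cells, flagged as toxic or sparse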;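 further: U2OS osteosarcoma cells stably expressing GPR55 and beta-arrestin-GFP; plate controls were DMSO negative control for no effect and LPI positive control for full effect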
GPR35 arrestin U2OS: inhibition of zaprinast-stimulated GPR35 beta-arrestin translocation – imaging, U2OS, beta-arrestin-GFP, zaprinast agonist, primary screen (AID 2058) | inhibition, % at 10 µM, or IC50 in µM where a hit was titrated | U2OS GPR35 beta-arrestin-GFP translocation imaging, zaprinast antagonism; higher % means a stronger effect | 290,000 tested, 0.052% active;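 active means inhibition of at least 50% with at least 30 cells and total cytoplasm GFP at most 10,000,000; inconclusive means under 30 cells or total GFP of 10,000,000 plus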
GPR55 LPI antagonism: GPR55 antagonists blocking LPI-driven arrestin recruitment, primary screen, imaging, U2OS, beta-arrestin-GFP, LPI agonist (AID 2013); U2OS GPR55 beta-arrestin-GFP translocation imaging, LPI antagonism; higher % means a stronger effect; one-dose inhibition, % at 10 µM; IC50 in µM for titrated hits; 290,000 tested, 0.13% active;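 active means spots per cell inhibited over 60%, with over 100 cells counted and total cytoplasm intensity under 500,000; inconclusive means wells with under 100 cells, flagged as likely toxic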;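 further: U2OS cells stably carrying GPR55 and arrestin-GFP stimulated by 5 µM LPI near EC80; imaged beta-arrestin-GFP aggregate spots per cell after agonist stimulation; plate controls were LPI-stimulated DMSO wells for no effect and DMSO wells without LPI for full effect; some results filed as inactive read as strong as hits; confirmed hits need IC50 under 10 µM and bright autofluorescent wells are also inconclusive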
T cell modulator: modulates CD8 T cell binding to vesicles. AID 2052. 330,000 tested, 0.068% active. calls only at 7 µM. 2C CD8+ T cell-vesicle binding, flow cytometry; stronger effect = lower value;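 active means response, share of CD8 T cells binding vesicles, and their 90th percentile fluorescence all below set limits, cut at about 80% in these data, passing the limit was not always enough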
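Also added: QL9-peptide-loaded Drosophila micro-vesicles bearing Ld, ICAM-1 and B7-1; Test system: purified 2C TCR transgenic mouse naive CD8+ T cells; Measured by: cytometric PE anti-B7-1 and Alexa647 anti-CD8 signals after 1% paraformaldehyde fixation; Timing: binding step 1.5 h, 37 °C, antibody labelling 20 min, ice.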
NTR1 ag: agonists of NTR1, primary screen, imaging, U2OS cells, beta-arrestin-GFP, high content (AID 493036); NTR1-U2OS beta-arrestin-GFP spot imaging, agonist mode; activation, % at 20 µM; 330,000 tested, 0.17% active;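 active means activation at or above 40% of the spot to cytoplasm intensity ratio, with at least 20 cells analyzed; inconclusive means wells under 20 cells, flagged as cytotoxic or low count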;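 further: 0% = DMSO without peptide and 100% = 100 nM NTR1 peptide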
Target sequence (P30989 whole entry, looked up): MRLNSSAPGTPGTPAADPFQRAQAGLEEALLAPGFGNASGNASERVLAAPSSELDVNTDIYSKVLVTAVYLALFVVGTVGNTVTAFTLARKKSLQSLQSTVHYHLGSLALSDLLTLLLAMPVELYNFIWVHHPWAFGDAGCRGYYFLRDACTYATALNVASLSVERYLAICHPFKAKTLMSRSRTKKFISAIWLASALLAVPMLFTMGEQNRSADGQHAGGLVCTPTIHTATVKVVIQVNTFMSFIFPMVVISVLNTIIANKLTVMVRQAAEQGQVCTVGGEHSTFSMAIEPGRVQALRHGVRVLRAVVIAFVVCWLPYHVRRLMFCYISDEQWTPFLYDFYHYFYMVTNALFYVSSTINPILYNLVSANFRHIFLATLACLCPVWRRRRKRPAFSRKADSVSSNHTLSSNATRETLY
Rac1 GTP hydrolysis: MgcRacGAP GTPase-activating activity inhibitors, confirmation, biochemical, ADP Hunter fluorescence | 340,000 tested, 0.6% active | one-dose inhibition, % at 30 µM; IC50 in µM for titrated hits | MgcRacGAP-stimulated Rac1 GTP hydrolysis, ADP Hunter fluorescence; higher % means a stronger effect; GST-tagged Rac1 F28L mutant substrate;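 active means first-screen hits whose inhibition reached a set limit at any dose in the follow-up dose series; inconclusive means inhibition above the set first-screen limit but never retested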;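 further: fluorescence reports GDP produced by GAP-driven GTP hydrolysis; strong numbers were not always called active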
Lipid droplet: hepatic lipid droplet formation modulation | AML12 mouse hepatocytes, oleate lipid droplets, BODIPY imaging | 240,000 tested, 0.4% active | inhibition, % at 6.5 µM;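 active means lipid droplet intensity inhibited by at least 50%, with more than 500 cells counted; inconclusive means wells with under 300 cells, treated as cytotoxic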
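Assay system: AML12 hepatocytes (mouse) / Also added: 100 µM oleic acid challenge / Times: overnight treatment with compound plus oleate / Detection: high-content imaging of BODIPY-stained droplets and DAPI nuclei / Evaluation: % inhibition of lipid droplet signal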
Lipid droplet cells 6.5 µM: also measured in Lipid droplet; calls as there; cell count; measured here: cell count, cytotoxicity flag;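 cells counted across two imaged fields per well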
T cell modulator vesicle-bound %: further read-out of T cell modulator, marked with its call; double positive events, %; measured here: CD8+ vesicle-bound cell fraction;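 binding gate set so that unloaded-vesicle control wells show 10% double positive cells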
NTR1 ag cell count 20 µM: also measured in NTR1 ag; calls as there; cell count; measured here: cell count, cytotoxicity flag
* marks the source's active call; other numbers are inactive results; i = inactive; ? = inconclusive; . = no result given. Random draw from the library; overall some 1.8% were active at least once.

nr | Structure | NTR1 ag cell count 20 µM | GPR55 beta-arrestin | NTR1 ag | Rac1 GTP hydrolysis | T cell modulator | Lipid droplet | Large T inhibition | GPR55 LPI antagonism | Lipid droplet cells 6.5 µM | T cell modulator vesicle-bound % | GPR35 arrestin U2OS | LYP phosphatase
1 | COc1ccc2[nH]c(=O)c(CN(Cc3ccccc3)Cc3nnnn3CC3CCCO3)cc2c1 (centres undefined) | 54 | -0.3% | -0.6 | 6.1% | i | . | 7.3% | -5.4% | . | 11.0 | -2.6% | -9.4%
2 | O=C(NC(=S)Nc1ccc(O)cc1)c1cncc(Br)c1 | 36 | . | 0.5 | ? | i | . | 6.41µM* | . | . | 54.6 | . | .
3 | O=C(CCn1c(=O)sc2ccccc21)NCCN1CCOCC1 | 54 | . | -0.7 | 8.6% | i | . | -5.5% | . | . | 31.2 | . | .
4 | O=C(CC1C(=O)NCCN1Cc1cccc(C(F)(F)F)c1)NC1CCOCC1 (centres undefined) | 69 | -0.1% | -0.3 | 2.7% | i | -2.9 | 14.2% | 11.4% | 676 | 65.1 | 2.9% | -4.8%
5 | Cc1ccc(NC(=O)c2cccc(NC(=O)CCC(=O)O)c2)cc1C | 32 | 0.4% | 1.8 | -1.2% | i | -0.1 | -2.0% | -4.5% | 738 | 23.8 | -2.5% | -4.9%
6 | CCn1c(C)[n+](CC)c2ccc(C(=O)N(C)c3ccccc3)cc21 | 53 | 0.1% | -0.2 | -4.4% | i | 0.6 | 5.9% | 11.3% | 714 | 5.9 | 2.3% | -5.3%
7 | COc1cccc2cc(C(=O)Nc3ccc(F)cc3)c(=Nc3ccc(C(=O)O)cc3)oc12 | 39 | -0.3% | 1.9 | 3.1% | i | -3.7 | 22.5% | 3.2% | 696 | 42.8 | -0.8% | -3.2%
8 | CC(=O)Nc1ccccc1NS(=O)(=O)c1ccc(Cl)cc1 | 80 | -0.1% | 4.4 | 2.6% | i | 4.1 | 9.6% | 1.9% | 740 | 43.6 | -1.6% | -7.9%
9 | Cc1cc(C)c2nc(N3CCC(C(=O)NCCCN4CC(C)CC(C)C4)CC3)sc2c1 (centres undefined) | 73 | -0.6% | 4.2 | 7.5% | i | -2.6 | 12.6% | 3.5% | 736 | 44.1 | 0.6% | -8.6%
10 | C=CCn1c(=O)c2ccccc2n2c(SCc3csc(-c4ccccc4)n3)nnc12 | 63 | -0.2% | 0.0 | 9.9% | i | . | 1.7% | -2.0% | . | 24.4 | -10.7% | -4.3%
11 | C[N+](C)(C)CC/C=C1/c2ccccc2CSc2ccccc21 | 58 | -0.2% | 0.1 | -0.2% | i | 8.2 | 11.5% | -4.1% | 753 | 41.6 | 3.9% | -7.7%
12 | c1ccc(-c2nnc(-c3ccco3)o2)cc1 | 61 | -0.1% | -0.4 | 5.8% | i | 6.0 | 6.4% | -12.1% | 771 | 22.9 | 8.9% | -11.0%
13 | CC1(C)CC(=O)c2cc(C(=O)NC3CCSC3=O)c(=O)n(-c3ccc(Cl)cc3)c2C1 (centres undefined) | 56 | -0.2% | 0.5 | 6.8% | i | 17.4 | 7.9% | 7.3% | 619 | 36.2 | 4.9% | -1.0%
14 | Cc1cc(Cl)cc(Cl)c1CNc1c([N+](=O)[O-])c(=O)oc2ccccc12 | 67 | -0.2% | 0.9 | 1.2% | i | -6.9 | 14.8% | -0.1% | 775 | 57.4 | 0.3% | -3.1%
15 | CCCCn1c(SCC(=O)N(C)C)nnc1-c1ccncc1 | 42 | 0.2% | 0.4 | 3.0% | i | 10.9 | 2.4% | -20.8% | 657 | 30.4 | 12.1% | -9.3%

Remaining list, next part:
nr | Structure | NTR1 ag cell count 20 µM | GPR55 beta-arrestin | NTR1 ag | Rac1 GTP hydrolysis | T cell modulator | Lipid droplet | Large T inhibition | GPR55 LPI antagonism | Lipid droplet cells 6.5 µM | T cell modulator vesicle-bound % | GPR35 arrestin U2OS | LYP phosphatase
16 | CCCCN1C(=O)C(=O)NC[C@@H]1C(C)O (some centres undefined) | 102 | -0.1% | -6.2 | 8.8% | i | 2.9 | 2.1% | 8.3% | 628 | 49.9 | 6.5% | 0.7%
17 | COc1cc(-n2c(=O)c3ccccc3n(Cc3ccccc3)c2=O)cc(OC)c1OC | 71 | -0.1% | -1.8 | 3.6% | i | 1.7 | 20.7% | 3.2% | 708 | 48.5 | 3.1% | -3.5%
18 | COc1cc(NC(=S)NC(=O)c2cccs2)ccc1NC(=O)C(C)C | 61 | 0.2% | 1.2 | 0.5% | i | 12.9 | 0.7% | -4.4% | 614 | 44.0 | -10.9% | 3.7%
19 | Cc1ccc(-n2ncc3c(=O)n(CC#N)cnc32)cc1 | 54 | -0.1% | 4.5 | 12.3% | i | . | 5.0% | -4.6% | . | 45.7 | -4.5% | -13.4%
20 | O=C(O)/C=C/S(=O)(=O)c1ccc2ccccc2c1 | 63 | -0.3% | -1.0 | 4.5% | i | -5.9 | 11.4% | -1.5% | 726 | 46.6 | 10.9% | -4.1%
21 | Cc1c(N2C(=O)CSC2c2ccc(F)cc2)c(=O)n(-c2ccccc2)n1C (centres undefined) | 64 | -0.1% | -0.8 | -1.8% | i | 1.0 | 13.4% | 3.2% | 715 | 52.6 | 26.2% | -8.7%
22 | CCOc1ccc(CNc2nc3ccccc3n2C)cc1 | 62 | -0.1% | 0.7 | 1.9% | i | 11.5 | -2.2% | 0.2% | 852 | 12.7 | 12.1% | -8.8%
23 | COC(=O)c1sc(S(=O)(=O)N2CCCCC2C(=O)O)c(C(=O)OC)c1C (centres undefined) | 65 | 0.2% | 0.2 | 3.9% | i | 8.6 | 14.1% | 1.0% | 752 | 45.8 | -6.3% | -5.2%
24 | O=C(CSC1=NCCS1)c1ccc(Cl)cc1 | 66 | 0.5% | 0.4 | 19.5% | i | -2.9 | 5.9% | 6.4% | 670 | 32.0 | 11.0% | -2.9%
25 | CC(=O)c1ccc(NC(=O)CN2CCN(c3ncccn3)CC2)cc1 | 87 | -0.1% | -0.1 | 8.6% | i | 4.3 | 18.8% | -0.9% | 787 | 63.4 | 10.0% | -7.0%
26 | CS(=O)(=O)N1CCc2cc(C(=O)N3CCN(c4ccc(F)cc4)CC3)ccc21 | 54 | -0.1% | -0.8 | 0.4% | i | -9.9 | 11.9% | -0.1% | 739 | 30.1 | 0.7% | -9.9%
27 | O=C(NC1CCCN(Cc2ccc(Cl)cc2)C1)c1c(F)ccc(F)c1F (centres undefined) | 59 | -0.1% | 2.0 | -19.6% | i | -4.5 | 9.8% | 7.0% | 820 | 60.4 | 12.8% | -6.9%
28 | N#CCC1c2ccccc2CCN1C(=O)Nc1cccc(Cl)c1 (centres undefined) | 64 | 0.3% | 2.2 | 8.0% | i | -13.9 | 9.1% | 19.3% | 655 | 9.5 | -9.6% | -5.5%
29 | CCOC(=O)C1=C(N)Oc2c(oc(CO)cc2=O)C1c1ccc(Cl)cc1 (centres undefined) | 38 | 0.4% | -1.7 | 5.8% | i | -6.0 | 7.1% | 2.6% | 703 | 59.2 | -8.8% | -11.4%
30 | COc1ccc(/C=N/NC(=O)c2nnn(-c3nonc3N)c2-c2cccs2)cc1OC | 67 | -0.1% | 1.7 | -34.2% | i | 1.3 | 7.5% | -5.5% | 663 | 9.9 | 1.7% | 1.8%

Further compounds:
nr | Structure | NTR1 ag cell count 20 µM | GPR55 beta-arrestin | NTR1 ag | Rac1 GTP hydrolysis | T cell modulator | Lipid droplet | Large T inhibition | GPR55 LPI antagonism | Lipid droplet cells 6.5 µM | T cell modulator vesicle-bound % | GPR35 arrestin U2OS | LYP phosphatase
31 | COc1cccc(/C=N/n2nnc3c(cnn3-c3ccccc3)c2=O)c1 | 37 | 0.3% | 2.9 | 10.0% | i | . | -6.4% | -0.8% | . | 3.6 | -12.7% | -5.3%
32 | Nc1nonc1-n1nnc(C(=O)N/N=C/c2cc(Br)ccc2O)c1CNc1ccccc1 | 61 | 0.0% | 21.4 | 4.3% | i | -10.1 | 7.6% | 11.3% | 697 | 10.7 | -6.0% | -2.1%
33 | CC(C)n1nccc1N(Cc1ccc(C#N)cc1)S(=O)(=O)c1ccccc1 | 61 | -0.1% | 1.3 | 4.8% | i | -4.4 | 1.2% | 5.5% | 805 | 19.4 | -9.0% | -4.7%
34 | Cc1cccc(NC(=O)CSc2ccc3nnc(-c4cccnc4)n3n2)c1 | 75 | 0.4% | -1.4 | 3.2% | i | -4.8 | 6.5% | -6.2% | 805 | 39.1 | -4.3% | -7.4%
35 | Cc1cc(NC(=O)CCC(=O)N(Cc2ccco2)C(C(=O)NC2CCCC2)c2ccccc2C)no1 (centres undefined) | 63 | 0.3% | 1.4 | -1.0% | i | -9.1 | 5.7% | -0.3% | 681 | 37.9 | 10.5% | 0.1%
36 | CC1Nc2ccccc2C(=O)N1NS(C)(=O)=O (centres undefined) | 56 | -0.4% | -1.5 | 7.0% | i | -11.7 | 2.0% | 5.9% | 702 | 44.3 | 8.3% | -10.5%

Three structures from above, arranged by formula weight, rising:
nr | Structure | NTR1 ag cell count 20 µM | GPR55 beta-arrestin | NTR1 ag | Rac1 GTP hydrolysis | T cell modulator | Lipid droplet | Large T inhibition | GPR55 LPI antagonism | Lipid droplet cells 6.5 µM | T cell modulator vesicle-bound % | GPR35 arrestin U2OS | LYP phosphatase
36 | CC1Nc2ccccc2C(=O)N1NS(C)(=O)=O (centres undefined) | 56 | -0.4% | -1.5 | 7.0% | i | -11.7 | 2.0% | 5.9% | 702 | 44.3 | 8.3% | -10.5%
33 | CC(C)n1nccc1N(Cc1ccc(C#N)cc1)S(=O)(=O)c1ccccc1 | 61 | -0.1% | 1.3 | 4.8% | i | -4.4 | 1.2% | 5.5% | 805 | 19.4 | -9.0% | -4.7%
35 | Cc1cc(NC(=O)CCC(=O)N(Cc2ccco2)C(C(=O)NC2CCCC2)c2ccccc2C)no1 (centres undefined) | 63 | 0.3% | 1.4 | -1.0% | i | -9.1 | 5.7% | -0.3% | 681 | 37.9 | 10.5% | 0.1%
